Source: PubChem BioAssay (NCI)
All columns: NCI-60 one-dose screen, growth in % after 48 h at 10 µM unless noted; 100 = growth as untreated, 0 = no growth, -100 = all killed.
MDA-MB-231: MDA-MB-231 breast cancer | actives 5% (n = 81,000) | AID 1794789
K-562: K-562 leukemia; actives 7.4% (n = 78,000)
MDA-MB-435: MDA-MB-435 melanoma; actives 7.8% (n = 82,000)
MOLT-4: MOLT-4 leukemia cells | actives 6.9% (n = 80,000)
MCF7: MCF7 breast cancer. actives 6.3% (n = 82,000). AID 1794796
SR: SR leukemia cells; actives 8.7% (n = 73,000); AID 1794780
BT-549: BT-549 breast cancer; actives 4.4% (n = 78,000)
MDA-MB-468: MDA-MB-468 breast cancer; actives 8.5% (n = 78,000); AID 2202374
* = called active by the depositor; / = not tested or not shown; & = joins results of further samples; [ ] = another dose, or the depositor's remark. Rule for the calls: active = growth percent below 10; inactive = the rest. This is a random part of the collection; any-hit rate near 15%.

SMILES	MDA-MB-231	K-562	MDA-MB-435	MOLT-4	MCF7	SR	BT-549	MDA-MB-468
O=C1/C(=C/c2ccc(Oc3ccnc(N4CCOCC4)n3)cc2)CC/C1=C\c1ccc(Oc2ccnc(N3CCOCC3)n2)cc1	82	43	58	54	74	45	45	21
O=C(O)c1cn(C2CC2)c2cc(N3CCN(Cc4nc5c(cnn5-c5ccc([N+](=O)[O-])cc5)c(=O)[nH]4)CC3)c(F)cc2c1=O	92	93	100	99	92	98	96	103
CSc1nc(-c2ccccc2)cc(=O)[nH]1	98	131	103	119	95	/	87	109
COc1ccc(C2=C(Nc3ccc(C(=O)Nc4ccc(Cl)cc4)cc3)C(=O)NC2=O)cc1	80	77	83	54	71	67	91	96
CSc1ncnc2nc[nH]c12	93	121	101	88	94	110	111	106
c1ccc(CNCc2ccc[nH]2)cc1	116	103	108	101	99	104	101	107
CC(=O)Cn1cnc2sc(C(N)=O)c(C)c2c1=O	107	100	94	110	120	73	/	113
Fc1ccc(C(F)(F)F)cc1	97	104	112	104	100	108	102	108
CCOC(=O)CNC(c1ccccc1)(c1ccccc1)c1ccccc1	91	117	112	103	103	111	112	104
O=C(OCc1ccccc1Cl)OCc1ccccc1Cl	115	102	101	93	24	90	87	111

Reprinted from the part before: four entries; new compounds follow.
SMILES	MDA-MB-231	K-562	MDA-MB-435	MOLT-4	MCF7	SR	BT-549	MDA-MB-468
CC(=O)Cn1cnc2sc(C(N)=O)c(C)c2c1=O	107	100	94	110	120	73	/	113
Fc1ccc(C(F)(F)F)cc1	97	104	112	104	100	108	102	108
CCOC(=O)CNC(c1ccccc1)(c1ccccc1)c1ccccc1	91	117	112	103	103	111	112	104
O=C(OCc1ccccc1Cl)OCc1ccccc1Cl	115	102	101	93	24	90	87	111
N#CC(CCc1nc(N)nc(N)n1)(CCc1nc(N)nc(N)n1)c1ccccc1	95	118	104	106	95	107	100	112
O=c1oc2ccc(F)cc2c(=O)n1-c1ccc(I)cc1F	-25*	7.9*	-1.4*	-0.3*	1.7*	/	/	-1.2*
CN(C)Cc1ccc([N+](=O)[O-])cc1	78	42	106	67	99	/	119	103
CN(C)C(=O)c1ccncc1	110	98	107	98	99	103	112	101
CC(=O)Oc1cccc2ccccc12	98	93	111	98	100	105	109	113
COC(=O)c1ccc2ccc3ccccc3c2c1	82	111	108	92	81	92	105	82
Nc1ncc(-c2ccc(NS(=O)(=O)c3ccccc3)cc2)[nH]1	94	/	99	/	92	/	109	93
Clc1cccc(Cl)c1Cn1c(-c2cccs2)nc2ccccc21	97	40	97	49	95	53	/	74
ClCC(Cl)[C@@H]1CC2C=CC1C2 (some centres undefined)	97	105	97	114	98	112	103	96
O=C(CCCCCCN1CC(=O)N2[C@H](c3cc(Br)cs3)c3[nH]c4ccccc4c3C[C@H]2C1=O)NO	44	10	23	9.4*	33	17	68	45
COc1ccc(C/C(C)=C(\c2ccc(Cl)cc2)c2ccc(OCCN3CCCCC3)cc2)cc1	93	67	102	75	82	81	97	98
CCOC(=O)c1c(C)c2c(n1C)CSc1cc(C#N)c(=O)[nH]c1-2	87[100 µM]	92[100 µM]	93[100 µM]	87[100 µM]	70[100 µM]	116[100 µM]	77[100 µM]	68[100 µM]
O=C(COc1ccccc1C(F)(F)F)Nc1cc(O)c2c(=O)cc(-c3ccccc3)oc2c1	83	93	97	98	89	/	/	100
CC(=O)OC1CCC2(C)C(CCC3C2C/C(=N\O)C2(C)C(C(C)OC(C)=O)CCC32)C1 (centres undefined)	94	94	101	72	89	/	106	73
CCOC(=S)Nc1ccccc1	103	95	108	98	99	97	/	110
CCCCOC(=O)C=O	105	110	107	111	94	/	98	101
O=C(O)c1ccc(S(=O)(=O)N/N=C/c2c[nH]c3ccccc23)cc1	101	113	102	124	105	/	/	109
CCCC(=O)NNc1[nH]c(-c2ccc(OC)cc2)cc1C(=O)OCC	87	49	95	3.2*	104	106	99	/
COc1cc(-c2nnc(CNc3ccc(F)c(Cl)c3)o2)ccc1O	99	89	102	102	97	80	104	108
CC1CN(CCO)CC(C)O1 (centres undefined)	101	99	102	105	109	103	108	108
COc1ccc(-c2nnc(SCC(=O)N3CCN(c4cc5c(cc4F)c(=O)c(C(=O)O)cn5C4CC4)CC3)n2-c2ccccc2)cc1OC	114	71	102	78	78	87	72	93
O=c1[nH]nc(-c2ccccc2)c2sc3ncc(-c4ccc(Br)cc4)n3c12	69	16	-26*	42	29	26	52	14
COc1ccc(/C=N\NC(=O)CCCCC(=O)N/N=C\c2ccc(OC)cc2)cc1	90&113	85	107&102	92&110	94&99	94&118	94&122	112&102
O=C1CC(c2nc3ccccc3[nH]2)CN1c1ccccc1 (centres undefined)	96	93	105	101	92	93	112	107
Nc1nc(N)c2c(n1)NC(c1cccc(Nc3ccnc4cc(C(F)(F)F)ccc34)c1)CC(c1ccc3c(c1)OCO3)=N2 (centres undefined)	86	16	9.6*	29	33	1.9*	112	58
CC(C)(C)Nc1c(-c2c(O)c3ccccc3oc2=O)nc2sccn12	101	101	106	100	98	109	120	101
COc1ccc(/C=C(\C#N)n2nc3cccc(F)c3n2)cc1	112	83	77	100	90	82	109	100
c1ccc(-c2cc3c(ncn4nc(-c5cccnc5)nc34)o2)cc1	99	110	99	116	94	122	92	107
O=[N+]([O-])c1cccc(/C=C/c2nc[nH]c2[N+](=O)[O-])c1	104	137	101	123	71	/	78	81
O=c1[nH]cc(CCc2ccccc2)c(=O)[nH]1	121	106	99	103	100	99	100	102
CCN1C(=O)/C(=C/c2ccc(OC)cc2)SC1=S	115	99	110	108	101	92	103	103
CCOC(=O)C1(C(=O)OCC)N=C(c2ccccc2)C=C1c1ccccc1	96	65	103	81	79	70	98	94
CC1COc2c(N3CCN(C)CC3)c(F)cc3c(=O)c(C(=O)N/N=C/c4ccc5c(c4)OCO5)cn1c23 (centres undefined)	101	95	103	102	92	85	102	100
Cc1ccc2nc(CCS)[nH]c2c1	106	113	106	109	103	94	108	102
C(=C/c1nc2ccccc2nc1CCN1CCCCC1)/c1ccc2c(c1)OCO2	70	76	95	59	65	65	81	62
CCCCOC(=O)/C=C\C(=O)OCCCC	108	92	103	101	92	96	106	116
CCN(Cc1ccc(CN(CC)C(=O)C(Cl)(Cl)Cl)cc1)C(=O)C(Cl)(Cl)Cl	98	27	84	30	89	33	78	62
CN(Cc1ccccc1)c1nc(Cl)c(C2CC(c3ccc4c(c3)OCO4)=NN2C=O)s1 (centres undefined)	93	82	103	99	79	100	99	89
CC(=O)/C=C/c1ccc(N(CCO)Cc2ccc(C(C)(C)C)cc2)cc1	77	55	81	54	63	83	79	74
CN1CCc2c(sc3ncnc(N/N=C/c4cn(-c5ccccc5)nc4-c4ccc(Br)cc4)c23)C1	/	19	66	3.0*	-3.1*	/	83	17
CC(=O)c1ccc(NC(=O)CSc2nc3c([nH]2)c(=O)n(C)c(=O)n3C)cc1	101	/	93	109	99	112	90	97
CC(C)(C)c1[nH]nc2c1C(c1cc3ccccc3[nH]c1=O)Nc1cc(C(=O)Nc3ccc(Cl)cc3)ccc1N2 (centres undefined)	86	39	35	18	28	65	64	-16*
CO[C@H]1/C=C/O[C@@]2(C)Oc3c(C)c(O)c4c(O)c(c(/C=[N+]([O-])/[N+]([O-])=C/c5c6c(O)c7c(O)c(C)c8c(c7c5O)C(=O)[C@@](C)(O/C=C/[C@H](OC)[C@@H](C)[C@@H](OC(C)=O)[C@H](C)[C@H](O)[C@H](C)[C@@H](O)[C@@H](C)/C=C/C=C(/C)C(=O)N6)O8)c(O)c4c3C2=O)NC(=O)/C(C)=C\C=C\[C@H](C)[C@H](O)[C@@H](C)[C@@H](O)[C@@H](C)[C@H](OC(C)=O)[C@@H]1C	97	97	104	89	87	82	/	91
CCc1ccccc1-n1c(N)c(C#N)c(-c2ccc(Cl)cc2)c(C#N)c1=O	95	114	119	105	103	/	173	99
CC(Br)C(O)c1cc2c(cc1Br)OCO2 (centres undefined)	111	101	110	104	93	/	97	108
CN(C(=S)S(=O)(=O)C12CC3CC(CC(C3)C1)C2)c1ccccc1	89	72	99	12	99	/	123	62
O=C(c1ccccc1)c1c(/C=C/c2ccc(Br)cc2)nc2ccccc2c1/C=C/c1cccs1	94	109	101	102	92	/	105	102
O=Cc1cc([N+](=O)[O-])ccc1OCC(=O)O	124	111	107	107	110	119	107	106
Fc1ccc(NCc2cn(-c3ccccc3)nc2-c2ccc(OCc3ccccc3)cc2)cc1Cl	73	90	102	86	94	96	90	119
O=C(c1ccc(Cl)cc1)C(c1ccc(Cl)cc1)N1CCCCC1 (centres undefined)	84	75	95	91	96	90	75	96

The listing continues:
SMILES	MDA-MB-231	K-562	MDA-MB-435	MOLT-4	MCF7	SR	BT-549	MDA-MB-468
CCOC(=O)c1ccc(NC(=O)c2ccc(-n3c(=O)[nH]c4ccccc4c3=O)cc2)cc1	97	100	104	111	82	74	54	99
O=C1CCCCN1CCCCC#Cc1ccccc1C#Cc1ccc([N+](=O)[O-])cc1	59	34	46	19	50	18	66	/
CCCCCCCCCCCCCCCCCC(=O)OCC(=O)[C@@]1(O)CC[C@H]2[C@@H]3CCC4=CC(=O)CC[C@]4(C)[C@H]3[C@@H](O)C[C@@]21C	121	98	99	95	105	87	77	110
Cc1ccc(CCNc2ncnc(Cl)c2N)cc1	87&88	34&37	68&77	49&58	69&66	43&43	69&58	35&15
CCOC(=O)c1cc(C(=O)c2cc(OC)c(OC)c(OC)c2)n2c(-c3ccccn3)cccc12	88	98	89	97	94	95	117	107
COC(=O)C(C#N)(C#N)C1N2CN3CN(C2)CN1C3 (centres undefined)	98	100	104	110	94	109	117	103
CC1(C)OB(c2ccc(Cn3cc(F)c(=O)[nH]c3=O)cc2)OC1(C)C	124	110	84	99	100	106	104	105
CC(=O)n1c(-c2ccc(Br)cc2)cc(-c2cccn2C)c(C#N)c1=O	117	95	156	91	100	102	106	102
N#CC1=C(Nc2ccc(Cl)cc2)NC2c3ccccc3Sc3ccccc3N2C1=N (centres undefined)	116	111	112	74	101	89	123	115
COC(=O)c1occc1C	109	100	106	89	91	89	96	101

Some of the entries above, set out differently.
Structure | MDA-MB-231 | K-562 | MDA-MB-435 | MOLT-4 | MCF7 | SR | BT-549 | MDA-MB-468
CCOC(=O)c1cc(C(=O)c2cc(OC)c(OC)c(OC)c2)n2c(-c3ccccn3)cccc12 | 88 | 98 | 89 | 97 | 94 | 95 | 117 | 107
COC(=O)c1occc1C | 109 | 100 | 106 | 89 | 91 | 89 | 96 | 101
Cc1ccc(CCNc2ncnc(Cl)c2N)cc1 | 87&88 | 34&37 | 68&77 | 49&58 | 69&66 | 43&43 | 69&58 | 35&15
CCCCCCCCCCCCCCCCCC(=O)OCC(=O)[C@@]1(O)CC[C@H]2[C@@H]3CCC4=CC(=O)CC[C@]4(C)[C@H]3[C@@H](O)C[C@@]21C | 121 | 98 | 99 | 95 | 105 | 87 | 77 | 110
CC1(C)OB(c2ccc(Cn3cc(F)c(=O)[nH]c3=O)cc2)OC1(C)C | 124 | 110 | 84 | 99 | 100 | 106 | 104 | 105
COC(=O)C(C#N)(C#N)C1N2CN3CN(C2)CN1C3 (centres undefined) | 98 | 100 | 104 | 110 | 94 | 109 | 117 | 103
CC(=O)n1c(-c2ccc(Br)cc2)cc(-c2cccn2C)c(C#N)c1=O | 117 | 95 | 156 | 91 | 100 | 102 | 106 | 102

(more compounds)
SMILES	MDA-MB-231	K-562	MDA-MB-435	MOLT-4	MCF7	SR	BT-549	MDA-MB-468
CC(=O)NS(=O)(=O)c1ccc(N)cc1	107	102	103	102	107	103	113	108
O=C(Nc1ccc([N+](=O)[O-])cc1)c1cc2ccccc2cc1O	-36*	0.8*	0.7*	-8.0*	5.5*	-17*	-14*	-8.7*
c1ccc(-c2ccc3c(c2)NCCN3)cc1	114	101	94	102	93	112	91	79
COc1ccc(-c2cnc(N)nc2-c2ccc(OC)cc2O)cc1	99	80	101	77	95	67	115	93
COc1cccc(Cn2cc3c(c2-c2ccccc2)CCc2cnoc2-3)c1	76	31	31	69	90	53	102	65
COC(=O)CCCC1CCC(CCCC(=O)OC)CC1 (centres undefined)	111	103	113	103	104	94	99	118
CC1(C)CC(=O)C2=C(C1)OC(C(=O)c1ccccc1)C2c1cccc(Oc2ccccc2)c1 (centres undefined)	50	32	45	12	28	26	40	33
C1CCC(N2CN3c4nonc4N4CN(C5CCCCC5)CN5c6nonc6N(C2)C3C45)CC1 (centres undefined)	106	82	100	92	89	84	100	99
CCOC(=O)N1CCc2c(sc3nc4nc[nH]n4c(=O)c23)C1	100	105	103	100	93	101	96	112
Nc1nc(=S)c2ncn(C3CCCCC3)c2[nH]1	97	100	109	93	96	103	91	98
COc1ccc(/C=C(\C#N)n2nnc3cc(F)c(F)cc32)cc1	65	8.7*	-54*	22	22	13	32	8.7*
CCCCSc1nc(Nc2ccc(S(N)(=O)=O)cc2)c(C#N)c(-c2ccc(Cl)cc2)n1	-36*	5.6*	56	53	/	19	96	76
Cc1nc2ccccc2c(/C=C/c2ccccc2)c1C(=O)/C=C/c1cccs1	61	48	92	58	43	/	83	65
Cc1c(C(=O)N[C@@H](Cc2ccccc2)C(O)C(=O)NCCc2ccccn2)[nH]c2ccccc2c1=O (some centres undefined)	95	96	100	106	93	114	86	106
CC(C)(C)c1ccc(S(=O)(=O)OCC(=O)Nc2cccc(C(=O)O)c2O)cc1	95	70	101	92	99	113	109	85
CCCN(c1ccc(Cl)cc1)c1nc(-c2ccc([N+](=O)[O-])cc2)cs1	92	89	95	86	/	76	127	91
CCOC(=O)CSc1nc2ccccc2c(=O)n1-c1cc(C)ccc1Cl	103	85	105	96	91	100	105	100
Cc1ccc2ccccc2c1CC(=O)O	110	131	103	117	107	/	102	101
c1ccc(CNn2nnc3ccccc32)cc1	106	109	104	104	99	101	108	99
